# ERa SRC1 inh – ER-alpha (human) coactivator binding inhibition; 1.7% of 86,000 active; P03372; inhibition, % at 25.6 µM; TR-FRET ER-alpha LBD / SRC-1 peptide, estradiol-bound; in the data active = inhibition above about 50%;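 note: 0% = receptor plus peptide control and 100% = peptide only without receptor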
# Rev-RRE block – inhibitors of HIV-1 Rev-RRE RNA interaction; AID 704; Rev peptide-RRE RNA binding, FRET; 0.79% of 97,000 active; inhibition, % at 8 µM; P05866;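 active = inhibition above the screen-wide mean plus 3 SD, cut at about 35% in these data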;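 note: 0% = median DMSO wells and 100% = median Neomycin B control wells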
# Target sequence (P05866 whole entry, looked up): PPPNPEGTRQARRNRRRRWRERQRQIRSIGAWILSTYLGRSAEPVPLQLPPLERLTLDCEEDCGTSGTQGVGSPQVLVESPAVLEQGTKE
#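 Test system: Cy5-tagged RRE RNA duplex with fluorescein-tagged Rev peptide; Probe or stimulus: labelled Rev peptide; Schedule: 5 min preincubation and 15 min binding, 25 °C; Signal: FRET fluorescence readout; Evaluation: % inhibition from 671/540 nm acceptor-to-donor ratio, scaled between controls; Control set: DMSO and neomycin B.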
# Plk1 PBD FP – Plk1 (human) PBD binding inhibition. P53350. Plk1 PBD phosphopeptide binding, fluorescence polarization. inhibition, %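 (tested at about 20 µM)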. 0.13% of 97,000 active. AID 693; in the data active = inhibition above about 34%, passing the limit was not always enough
# Target sequence (P53350 whole entry, looked up): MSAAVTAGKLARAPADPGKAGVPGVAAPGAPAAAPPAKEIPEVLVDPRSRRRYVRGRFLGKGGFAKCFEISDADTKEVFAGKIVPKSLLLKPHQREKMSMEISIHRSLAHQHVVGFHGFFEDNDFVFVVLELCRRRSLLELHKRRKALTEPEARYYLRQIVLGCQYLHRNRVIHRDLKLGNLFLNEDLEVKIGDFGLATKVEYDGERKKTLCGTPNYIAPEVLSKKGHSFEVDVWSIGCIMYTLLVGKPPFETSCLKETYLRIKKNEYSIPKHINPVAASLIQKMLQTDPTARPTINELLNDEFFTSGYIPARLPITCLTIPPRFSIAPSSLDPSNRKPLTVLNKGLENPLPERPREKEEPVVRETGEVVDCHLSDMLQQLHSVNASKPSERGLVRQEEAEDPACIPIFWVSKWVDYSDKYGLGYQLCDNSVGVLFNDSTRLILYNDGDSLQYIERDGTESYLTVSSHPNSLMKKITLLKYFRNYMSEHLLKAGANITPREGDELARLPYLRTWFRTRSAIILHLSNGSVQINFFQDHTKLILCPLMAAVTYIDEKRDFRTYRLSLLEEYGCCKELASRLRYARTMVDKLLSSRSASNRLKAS
# CD11b adhes inh – CD11b/CD18-fibrinogen binding inhibition; P05107+P11215; 0.54% of 93,000 active; K562 CD11b/CD18 adhesion to fibrinogen, ATPlite luminescence; Mn2+ added to activate the integrin; inhibition, % at 10 µM; AID 1497;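 active = primary inhibition of 50% or more at 10 µM, then 40% or more on retest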; note: some results filed as inactive read as strong as hits
# PLK1 inh – blocks human PLK1 kinase activity; recombinant PLK1 kinase, TR-FRET peptide phosphorylation; inhibition, % at 10 µM; 0.53% of 97,000 active;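 active = inhibition of 50% or more in the single-concentration screen; inactive = inhibition below 50%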;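 note: 0% = DMSO max control and 100% = H-89 dihydrochloride min control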
# ERb SRC1 inh – ER-beta (human) coactivator binding inhibition. Q92731. TR-FRET ER-beta LBD / SRC1-Cy5 peptide binding; receptor agonist-loaded with 1 µM estradiol. inhibition, % at 25.6 µM. 1.3% of 86,000 active. AID 633;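 active = compounds whose percent inhibition of the receptor-coactivator binding signal exceeds about 50% in the single-dose screen, limit read from the data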;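 note: 0% = receptor plus peptide wells without compound and 100% = peptide-only wells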
# ERa SRC1 pot – enhances coactivator binding to human estrogen receptor alpha | TR-FRET ERalpha-LBD/SRC-Cy5 coactivator binding, 2 h; 100 = basal binding, no effect | 1.3% of 86,000 active | P03372 | coactivator binding (% of control), % at 25.6 µM; in the data active = activity above about 200%;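 note: binding measured in presence of low estradiol as agonist stimulus; 0% = peptide alone without receptor and 100% = receptor with peptide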
# FAK inh – FAK (human) kinase inhibition; 0.84% of 97,000 active; Q05397; biochemical FAK kinase activity assay; inhibition, %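 (tested at 7 µM)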; in the data active = inhibition above about 19%;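 note: 0% = DMSO and 100% = reference compound high control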
# CD11b adhes enh – increases human CD11b/CD18 adhesion to fibrinogen. P05107+P11215. K562 CD11b/CD18 adhesion to fibrinogen, ATPlite luminescence. activation, % at 10 µM. 0.07% of 93,000 active;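 active = 10 µM primary screen giving 50% or more activity, confirmed by 40% or more on retest at that dose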; note: strong numbers were not always called active
# An asterisk follows results filed as active; . = no result given; [ ] = another dose, or the depositor's remark.
No.	Plk1 PBD FP	CD11b adhes inh	Rev-RRE block	FAK inh	CD11b adhes enh	ERb SRC1 inh	ERa SRC1 pot	ERa SRC1 inh	PLK1 inh	SMILES
1	.	11	.	.	2	-6	114	1	.	CCOc1cccc(NC(=O)C2CCCN(S(=O)(=O)c3ccc(OC)cc3)C2)c1 (stereo not drawn)
2	-32	-1	6	-2	3	-6	66[fluorescence artefact?]	-7[fluorescence artefact?]	-11	O=c1c(-c2ccco2)[n+]([O-])c2ccccc2n1OCc1ccccc1
3	17	-6	7	-1	-4	.	.	.	19	O=C(COc1ncnc2ccc(Br)cc12)NCc1ccc2c(c1)OCO2
4	-12	2	-2	1	-5	3	109	-12	-5	O=C(c1ccc2c(=O)n(Cc3ccco3)c(=S)[nH]c2c1)N1CCN(Cc2ccccc2)CC1
5	-11	-17	5	-3	5	-11[fluorescence artefact?]	111	-14	-8	Cc1cc(OCC(=O)NCc2nc(-c3ccccc3)no2)c(C)cc1Br
6	-13	-9	2	-6	-2	-6	107	-6	0	CCCn1cc(SCC(=O)NCc2ccc3c(c2)OCO3)c2ccccc21
7	-12	-13	1	-5	3	.	.	.	-6	COc1ccc(-c2nnn(CC(=O)N(Cc3ccccc3Cl)C(C(=O)NCC3CCCO3)c3ccco3)n2)cc1OC (stereo not drawn)
8	5	.	15	2	.	.	.	.	-16	CCC(=O)n1nc(-c2ccccc2)nc1SCC(=O)Nc1ccc(C)cc1
9	7	.	3	-2	.	1[fluorescence artefact?]	108	-2	-7	CCC(=O)Nc1nc(C)c(C(=O)NC2CCCCC2)s1
10	-28	.	-1	0	.	-5	120	-15	-7	COc1cccc(-c2csc(N3CCN(C(=O)Nc4ccc(F)cc4)CC3)n2)c1
11	-16	.	4	-2	.	1	84	-2	-3	O=C(CCCOc1ccc(Cl)cc1Cl)n1nnc2ccccc21
12	-28	-2	-2	-9	9	.	.	.	-4	COc1ccc(NS(=O)(=O)c2cc(-c3nnnn3C)ccc2OC)cc1
13	15	-2	5	-1	-1	-1	116	4	-6	Cc1ccc(S(=O)(=O)CCC(=O)N2CCc3ccccc32)cc1
14	-1	-14	2	-4	1	2	107	-3	3	COC(=O)C1CCN(C(=O)NC2CCCCC2)CC1
15	23	-12	1	0	-3	-7	106	-3	-1	Cn1c(SCc2c(Cl)cccc2Cl)nnc1-c1cccs1
16	2	-3	4	-7	-3	-3	121[fluorescence artefact?]	-7	3	CCN1CCN(C(=O)CCCn2c(C)c3cnn(-c4ccccc4)c(=O)c3c2C)CC1
17	14	6	0	4	8	.	.	.	-12	COc1ccc(C)cc1S(=O)(=O)N(CC(=O)Nc1cccc([N+](=O)[O-])c1)c1cc(C)cc(C)c1
18	.	-9	.	.	-4	-10	103	-5	.	Cc1cc2nc(NC3=NCN(CCN4CCOCC4)CN3)nc(C)c2cc1C
19	35	.	-1	-1	.	27	76	16	-2	COc1ccc(CCNC(=O)CSc2nc(O)c(CCC(C)C)c(=O)[nH]2)cc1OC
20	-14	90	7	0	-9	-8	127	-3	-5	N#Cc1c(NCc2ccccc2)ccnc1NCc1cccnc1
21	7	-1	1	-1	2	6[fluorescence artefact?]	100	2	-4	CC(C)(C)NC(=O)CN(C(=O)CS(=O)CC(=O)Nc1ccc(F)cc1)c1ccc(Cl)cc1 (stereo not drawn)
22	-19	-11	7	1	-1	-18	106	-23	-16	O=C(NC1CCN(C(=O)NCc2ccccc2)CC1)c1ccco1
23	-1	0	-1	-2	-4	.	.	.	-2	COc1ccc(N(C(=O)c2cccc([N+](=O)[O-])c2)S(=O)(=O)c2ccc3c(c2)n(C)c(=O)n3C)cc1
24	21	-8	10	-15	-8	12[fluorescence artefact?]	82	24	-9	Clc1ccc(C2=Nn3c(nnc3-c3n[nH]c4c3CCC4)SC2)cc1
25	-2	34	0	2	-8	3	107	10	-2	O=C(CCc1ccccc1)Nc1ccc(Cl)cn1
26	-10	3	5	0	7	-2	101	1	-9	O=C(NCCc1csc(-c2ccccc2)n1)c1ccc(Br)o1
27	-9	.	1	0	.	-16[fluorescence artefact?]	118	-22	-10	CCc1ccc(OCC(=O)OC2CCS(=O)(=O)C2)cc1 (stereo not drawn)
28	-9	-7	-1	5	0	-8	109	6	-40	O=C(N1CCCC1)C12CCC3CC(CC(C3)C1)C2
29	10	8	5	2	0	.	.	.	-19	O=C(CN1CCN(CC(=O)Nc2ccc3c(c2)OCO3)CC1)Nc1ccc(F)cc1
30	7	0	-2	0	-3	2	96	-7	-8	COc1ccc(C)cc1NC(=O)C12CCC(C)(C(=O)O1)C2(C)C (stereo not drawn)
31	16	.	4	0	.	-1	91	3	-12	COc1ccc(OC)c2sc(NC(=O)CCS(=O)(=O)c3ccccc3)nc12
32	-38	-17	-1	1	-6	-9	112	5	-8	O=C1CCC(C(=O)N(c2ccccc2)C2(C(=O)NC3CCCCC3)CCCCC2)N1 (stereo not drawn)
33	-1	-51	9	2	7	14	78[fluorescence artefact?]	18[fluorescence artefact?]	5	CCCCCn1c(-c2ccco2)nc2nc3ccccc3nc21
34	-19	-4	-3	8	4	4	64[fluorescence artefact?]	16	-4	CCn1cc(C(=O)OCC(=O)OC2CC(C)CCC2C(C)C)c(=O)c2ccc(C)nc21 (stereo not drawn)
35	-27	-11	10	-4	2	7	97	3	-9	CCC(=O)Nc1nc(C)c(C(=O)N2CCCCC2)s1
36	-8	-5	-21	45*	-2	97*[fluorescence artefact?]	36[fluorescence artefact?]	93*[fluorescence artefact?]	18	O=C(NCc1ccccc1)c1ccc2nc(-c3ccco3)c(-c3ccco3)nc2c1

# Records 24 to 36, quoted:
No.	Plk1 PBD FP	CD11b adhes inh	Rev-RRE block	FAK inh	CD11b adhes enh	ERb SRC1 inh	ERa SRC1 pot	ERa SRC1 inh	PLK1 inh	SMILES
24	21	-8	10	-15	-8	12[fluorescence artefact?]	82	24	-9	Clc1ccc(C2=Nn3c(nnc3-c3n[nH]c4c3CCC4)SC2)cc1
25	-2	34	0	2	-8	3	107	10	-2	O=C(CCc1ccccc1)Nc1ccc(Cl)cn1
26	-10	3	5	0	7	-2	101	1	-9	O=C(NCCc1csc(-c2ccccc2)n1)c1ccc(Br)o1
27	-9	.	1	0	.	-16[fluorescence artefact?]	118	-22	-10	CCc1ccc(OCC(=O)OC2CCS(=O)(=O)C2)cc1 (stereo not drawn)
28	-9	-7	-1	5	0	-8	109	6	-40	O=C(N1CCCC1)C12CCC3CC(CC(C3)C1)C2
29	10	8	5	2	0	.	.	.	-19	O=C(CN1CCN(CC(=O)Nc2ccc3c(c2)OCO3)CC1)Nc1ccc(F)cc1
30	7	0	-2	0	-3	2	96	-7	-8	COc1ccc(C)cc1NC(=O)C12CCC(C)(C(=O)O1)C2(C)C (stereo not drawn)
31	16	.	4	0	.	-1	91	3	-12	COc1ccc(OC)c2sc(NC(=O)CCS(=O)(=O)c3ccccc3)nc12
32	-38	-17	-1	1	-6	-9	112	5	-8	O=C1CCC(C(=O)N(c2ccccc2)C2(C(=O)NC3CCCCC3)CCCCC2)N1 (stereo not drawn)
33	-1	-51	9	2	7	14	78[fluorescence artefact?]	18[fluorescence artefact?]	5	CCCCCn1c(-c2ccco2)nc2nc3ccccc3nc21
34	-19	-4	-3	8	4	4	64[fluorescence artefact?]	16	-4	CCn1cc(C(=O)OCC(=O)OC2CC(C)CCC2C(C)C)c(=O)c2ccc(C)nc21 (stereo not drawn)
35	-27	-11	10	-4	2	7	97	3	-9	CCC(=O)Nc1nc(C)c(C(=O)N2CCCCC2)s1
36	-8	-5	-21	45*	-2	97*[fluorescence artefact?]	36[fluorescence artefact?]	93*[fluorescence artefact?]	18	O=C(NCc1ccccc1)c1ccc2nc(-c3ccco3)c(-c3ccco3)nc2c1

# More records follow.
No.	Plk1 PBD FP	CD11b adhes inh	Rev-RRE block	FAK inh	CD11b adhes enh	ERb SRC1 inh	ERa SRC1 pot	ERa SRC1 inh	PLK1 inh	SMILES
37	-27	.	6	4	.	.	.	.	-4	Cc1ccc(CNC(=O)/C=C/c2ccccc2Cl)cc1
38	-10	-38	3	-4	1	-6	121	-13	-9	O=C(CN1C(=O)COc2ccccc21)NCCCN1CCN(Cc2ccccc2)CC1
39	-6	-4	7	4	-8	.	.	.	-25	CCN(CC)CCN1C(=O)C(=O)/C(=C(/O)c2ccc(OC)cc2)C1c1ccco1 (stereo not drawn)
40	9	-11	0	0	1	.	.	.	7	O=C(O)c1cc2n(n1)C(C(F)(F)F)CC(c1ccccc1)N2 (stereo not drawn)
41	-17	-13	11	-2	-1	7	92	-1	7	Brc1ccc(OCc2nc(-c3ccccn3)n[nH]2)cc1
42	-1	-10	-2	-1	-1	-21[fluorescence artefact?]	105	-22	-14	CC(NC(=O)c1cccnc1)c1ccc2c(c1)OCO2 (stereo not drawn)
43	-25	10	6	2	3	.	.	.	-3	COc1ccc(C(=O)n2c(SC)nc3cc4c(cc32)OCCO4)cc1
44	12	.	1	0	.	33	95	19	-5	CC(C)OC(=O)c1cc2ccccc2[nH]1
45	-20	.	3	-1	.	-1	109	21	-12	CSc1nc(C)c(Oc2ccccc2)c(=O)n1C
46	-10	.	10	-10	.	24[fluorescence artefact?]	167	73*	-10	CCCn1nc(C(=O)OCC(=O)c2ccc3c(c2)NC(=O)CO3)c2ccccc2c1=O
47	6	4	-2	2	2	24	75[fluorescence artefact?]	16	1	Cc1ccc(C(=O)NCc2ccco2)cc1S(=O)(=O)N1CCCCC1
48	-12	-2	8	1	0	-10	101	-17	-5	O=C(O)c1n[nH]c2ccccc12
49	-14	0	7	0	-2	-6	101	-4	1	Cc1cc(-n2nc(C)cc2C)n2nc(C)c(-c3ccccc3)c2n1
50	5	-2	9	1	-3	-27	103	-29	-2	COc1cccc(C2CC(C(F)(F)F)n3nc(C(=O)NCc4cccnc4)cc3N2)c1 (stereo not drawn)
51	-1	.	6	-2	.	6	103[fluorescence artefact?]	8	-12	O=C1C2C(C(=O)N1c1ccc3c(c1)OCO3)C1C=CC2C12CC2 (stereo not drawn)
52	-7	.	8	2	.	.	.	.	-15	Cc1ccc2c(n1)CC(C)(C)CC2=O
53	-11	-51	4	-2	-3	6[fluorescence artefact?]	83	13	-11	COc1ccc(C2NC(=O)NC(C)=C2C(=O)Nc2cccc(C)c2C)cc1 (stereo not drawn)
54	-2	2	-1	-3	-1	-2	100	4	-6	Cc1ccc(S(=O)(=O)N2CCN(C(=O)CN3CCCCC3)C2C(C)C)cc1 (stereo not drawn)
55	.	4	.	.	-3	2	105	-2	.	CCOc1ccc(N2C(=O)CC(N3CCN(c4ccccc4F)CC3)C2=O)cc1 (stereo not drawn)
56	22	-1	10	5	23	.	.	.	-5	C/C(=N/NC(=O)c1ccc(Cl)s1)c1ccc(NC(=O)COc2ccc(Cl)cc2)cc1
57	-5	-6	0	5	-2	3	114	-35	-12	CCN(CC)C(=O)CSC(=Nc1ccccc1F)NC#N
58	8	12	3	2	-3	.	.	.	-13	COC(=O)CNC(=O)CSc1nc(N)cc(=O)[nH]1
59	10	-23	7	-3	2	1	94	-1	-9	COc1cc(C(=O)Nc2ccc(-n3cnnn3)c(C)c2)cc(OC)c1OC
60	16	-9	0	-5	1	-2	132	-7	-11	O=C(CC(SCCO)c1ccc2c(c1)OCO2)c1cccs1 (stereo not drawn)
61	-7	-38	5	-2	2	-5[fluorescence artefact?]	112	-5[fluorescence artefact?]	-19	CCOC(=O)c1cccc(N2C(=O)C3C(C(=O)NC4CC4)C4(C)C=CC3(O4)C2C(=O)NC(C)(C)C)c1 (stereo not drawn)

# Assay outcomes (PubChem)
